PTAP-TSG101 blk: TSG101-PTAP interaction inhibition, HIV-1 budding; Q99816; Potency, µM (series often up to 115 µM), inactives show at the highest dose activity change, negative = inhibition, actives largely listed as inhibitors; AID 1347069; 44,000 tested, under 10 active; Fluorescence polarization, FITC-PTAP peptide/Tsg101, 20 min; note: potency is the fitted concentration of half-maximal effect; 0% is about no effect
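The Tsg101 binding domain, at 10 uM final, is mixed with compound and a FITC peptide bearing the PTAP motif (50 nM final). After 20 min at r.t., polarization is measured; actives defined by CRC class, efficacy cut-off 60% inhibition.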
GALK inh: GALK (human) enzyme inhibition; 44,000 tested, under 10 active; AID 1347072; recombinant GALK, Kinase-Glo ATP luminescence, 1 h; Potency, µM (highest dose often 57.5 µM), for inactives: top-dose activity, negative = inhibition, usual class: inhibitors; P51570;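 note: plate controls were full GALK reaction for no effect and reaction lacking GALK for full effect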
Target sequence (P51570 whole entry, looked up): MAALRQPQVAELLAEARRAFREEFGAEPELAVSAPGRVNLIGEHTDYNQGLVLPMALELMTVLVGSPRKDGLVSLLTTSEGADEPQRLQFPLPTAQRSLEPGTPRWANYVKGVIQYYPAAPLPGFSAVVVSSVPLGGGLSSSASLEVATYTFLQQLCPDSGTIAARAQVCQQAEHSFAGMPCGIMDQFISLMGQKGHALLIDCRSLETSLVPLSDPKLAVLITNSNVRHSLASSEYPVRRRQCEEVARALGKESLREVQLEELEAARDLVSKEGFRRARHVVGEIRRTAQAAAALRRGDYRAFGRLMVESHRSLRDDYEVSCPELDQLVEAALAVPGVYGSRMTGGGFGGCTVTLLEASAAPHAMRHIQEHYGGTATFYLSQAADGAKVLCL
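Human GALK (5 nM) was incubated with 35 uM ATP and 100 uM galactose in 20 mM HEPES pH 8.0 with MgCl2, NaCl, DTT and BSA for 1 h at room temperature. Remaining ATP was measured by Kinase-Glo Plus luminescence.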
B2AR arrestin ag: beta-arrestin recruitment by human beta2-adrenergic receptor ligands; P07550; HTLA Tango cells, beta-arrestin recruitment, luciferase luminescence, 18 h; Potency, µM (series often up to 46.1 µM), inactives show top-dose activation, hits mostly activators; 44,000 tested, under 10 active; AID 1347077;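 note: potency is the fitted concentration of half-maximal effect; 0% = DMSO and full agonism = EC100 isoproterenol or metaproterenol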
Target sequence (P07550 whole entry, looked up): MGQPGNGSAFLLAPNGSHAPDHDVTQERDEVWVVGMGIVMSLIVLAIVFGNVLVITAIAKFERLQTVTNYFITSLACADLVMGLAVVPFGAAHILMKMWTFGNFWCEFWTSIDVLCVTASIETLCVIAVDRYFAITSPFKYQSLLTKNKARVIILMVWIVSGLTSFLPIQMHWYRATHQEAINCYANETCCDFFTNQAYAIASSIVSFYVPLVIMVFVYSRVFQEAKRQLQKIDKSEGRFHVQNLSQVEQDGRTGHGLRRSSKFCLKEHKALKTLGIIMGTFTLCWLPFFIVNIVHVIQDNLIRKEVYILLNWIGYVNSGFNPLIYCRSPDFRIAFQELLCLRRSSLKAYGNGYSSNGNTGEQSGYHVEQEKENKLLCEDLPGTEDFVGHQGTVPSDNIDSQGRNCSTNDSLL
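Receptor–beta-arrestin recruitment read by tTA-responsive luciferase: compound titrations (up to 46 µM) incubated 18 h with Tango cells, then luminescent substrate 15 min at room temperature. Concentration-response fits classified by r2, efficacy and activity.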
p53null 39C tox: selectivity test: cytotoxicity in p53 null cells, nonpermissive temperature | H1299 p53-null (neo) cells, 39C, ATPlite viability, 24 h | Potency, µM (doses to about 46.1 µM), without a hit: top-dose activity, negative = cell killing, most hits filed as cytotoxic | actives 0.97% (n = 55,000);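 note: potency is the fitted concentration of half-maximal effect; 0% = DMSO only and -100% = full killing by 100 µM tamoxifen; nearly all actives have a fitted effect of over 50% in size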
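ATP-luminescence viability readout (ATPlite, 20 min RT) after 24 hr compound treatment at 39C of H1299-neo or H1299-p53A138V cells; titration up to 46 uM; normalized to DMSO and 100 uM tamoxifen; Hill-fit AC50.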
p53null 32C tox: selectivity test: cytotoxicity in p53 null cells, permissive temperature | H1299-neo p53 null cells, ATP luminescence, 24 h, 32C | actives 0.62% (n = 55,000) | Potency, µM (titrated, usually from 46.1 µM), without a hit: top-dose activity change, negative = cytotoxicity, hits mostly cytotoxic;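 note: potency is the fitted concentration of half-maximal effect; 0% = DMSO only and -100% = full killing by 100 µM tamoxifen; nearly all actives have a fitted effect of over 55% in size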
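Luminescent ATP readout gave cell viability of p53-null H1299-neo cells after a 24 h compound exposure at the permissive 32C. Titrations ran up to 46 uM, and AC50s were fitted with the standard Hill equation.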
FH mod: Identification of activators of human fumarate hydratase by quantitative high-throughput screening; Fumarate hydratase, mitochondrial (Homo sapiens), P07954; FH coupled MDH/diaphorase resazurin fluorescence, 15 min; Potency, µM (doses to about 79.9 µM), for inactives: at the highest dose activity change, negative = inhibition, hits mostly inhibitors; actives 0.22% (n = 54,000); note: potency is the fitted concentration of half-maximal effect; % is set by controls: 0 for no effect and ±100 for the full control effect; the screen sought activators but most active calls are inhibition curves; nearly all actives have a fitted effect of over 45% in size
NTMT1 inh: blocks human N-terminal methyltransferase 1 activity; NTMT1 MTase-Glo SAH luminescence, purified enzyme; Potency, µM (series often up to 114 µM), without a hit: top-dose activity change, negative = inhibition, hits mostly inhibitors; actives 2.5% (n = 59,000);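 note: potency is the fitted concentration of half-maximal effect; plate controls were DMSO vehicle for no effect and no enzyme for full effect; nearly all actives have a fitted effect of over 65% in size; many of its hits are not listed in these tables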
Target sequence (Q9BV86 whole entry, looked up): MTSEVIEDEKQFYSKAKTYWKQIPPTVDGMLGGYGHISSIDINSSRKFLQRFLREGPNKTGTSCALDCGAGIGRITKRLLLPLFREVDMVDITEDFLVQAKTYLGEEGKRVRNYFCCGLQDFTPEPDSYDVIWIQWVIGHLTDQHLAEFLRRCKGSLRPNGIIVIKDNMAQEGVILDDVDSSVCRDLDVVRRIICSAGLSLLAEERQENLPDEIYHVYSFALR
* hit, by the source's call; ? = inconclusive; . = not tested or not shown; [ ] = remark or other dose. Calls come from the whole dose curve; as a rule, active = well fitted curve in the direction sought with a large enough effect; inconclusive = small, poorly fitted or top-dose-only effect, or another doubt; inactive = no such curve, though single readings can be large; an effect the other way counts as inactive or inconclusive. These rows are one share of the data, so the mix of outcomes need not match the whole.

| entry | SMILES | PTAP-TSG101 blk | GALK inh | B2AR arrestin ag | p53null 39C tox | p53null 32C tox | FH mod | NTMT1 inh |
| --- | --- | --- | --- | --- | --- | --- | --- | --- |
| 1 | CCOc1ccccc1NC(=O)N1CCN(C)c2ncccc21 | -1% | 9% | 0% | 12% | -6% | -21% | 89µM* |
| 2 | O=C(Nc1cc(C(F)(F)F)ccc1Cl)c1noc2c1CCCCC2 | -1% | 3% | 1% | 7% | 7% | . | . |
| 3 | COc1cc(C(=O)CC2(O)C(=O)N(Cc3ccccc3Cl)c3ccccc32)cc(OC)c1OC (centres undefined) | 1% | 7% | 0% | ? | -3% | -29% | -14% |
| 4 | CCc1ccc(NC(=O)CCNC(=O)Cn2cnc3ccccc3c2=O)cc1 | -6% | 9% | 1% | . | . | -7% | -4% |
| 5 | COc1ccc(C)cc1NC(=O)c1oc2ccc(S(=O)(=O)N3CCOCC3)cc2c1C | 0% | -4% | 1% | 24% | -2% | -6% | 21% |
| 6 | CN1C(=O)C2CCCCN2c2ccc(C(=O)NCc3ccccc3Br)cc21 (centres undefined) | -12% | 1% | 0% | -27% | ? | -5% | -23% |
| 7 | CCN(CC)S(=O)(=O)c1ccc2c(c1)N(CC(=O)Nc1c(C)cccc1C)C(=O)CO2 | -6% | 1% | 0% | 3% | 2% | 1% | -2% |
| 8 | Cc1cc(=O)n2nc(N3CCC(C(=O)NCc4ccc(Cl)cc4)CC3)sc2n1 | 0% | -3% | -3% | 5% | 1% | -3% | 9% |
| 9 | CN1C(=O)C2(SCC(=O)N2c2ccc(Cl)cc2)c2ccccc21 (centres undefined) | 0% | -4% | 1% | 17% | 12% | -6% | -8% |
| 10 | CCCNc1ccc(-c2nc(-c3ccco3)no2)cc1[N+](=O)[O-] | 2% | 2% | -2% | -29% | -11% | 3% | 12% |
| 11 | N#Cc1ccccc1NS(=O)(=O)c1ccc(N2CCCCS2(=O)=O)cc1 | -7% | -3% | 0% | 0% | 1% | -3% | -1% |
| 12 | COc1ccc(OC)c(NC(=O)Cn2ccn(-c3ccc(F)cc3)c(=O)c2=O)c1 | 1% | 0% | 1% | -13% | -1% | 1% | 89µM* |
| 13 | Cc1cccc(CNC(=O)C(=O)Nc2ccccc2C)c1 | -1% | 0% | 0% | -20% | 11% | -1% | 4% |
| 14 | CCc1ccc(Cn2nnc(C(=O)Nc3ccc(C)cc3)c2N)cc1 | -1% | 10% | -2% | -10% | -11% | 0% | 12% |
| 15 | COc1ccccc1CNC(=O)CCc1c(C)nc2c(c(C)nn2-c2ccc(C)c(C)c2)c1C | -9% | -1% | -2% | -9% | 4% | 8% | 11% |
| 16 | Cc1cccc(Cc2c(C)nc3nc(SCC(=O)NCc4ccccc4)nn3c2C)c1 | -8% | 5% | -1% | 14% | 13% | ? | -12% |
| 17 | Cc1cccc(N2CCN(C(c3ccccc3)c3nnc(-c4ccccc4F)o3)CC2)c1C (centres undefined) | 0% | 5% | -1% | 7% | 12% | -25% | -10% |
| 18 | COc1ccc2occ(CC(=O)Nc3ccc(S(=O)(=O)Nc4nc(C)cc(C)n4)cc3)c2c1 | 7% | 2% | -2% | -25% | -4% | -21% | -16% |
| 19 | COc1ccc(C)cc1NC(=O)C1CCCN(S(=O)(=O)c2ccc3c(c2)oc(=O)n3C)C1 (centres undefined) | -10% | 7% | -2% | 17% | 3% | -16% | -23% |
| 20 | O=C(Nc1ccccc1)c1ccc2c(O)c(S(=O)(=O)c3ccc(Cl)cc3)c(=O)[nH]c2c1 | -5% | ? | 0% | 3% | 0% | -11% | 18% |
| 21 | CSc1ncc2c(n1)-c1ccccc1N(Cc1ccccc1C)S2(=O)=O | 2% | 1% | -1% | 0% | -2% | -12% | -1% |
| 22 | Cc1cc(F)ccc1Nc1nc2ccccc2n2nnnc12 | -1% | -1% | -3% | -10% | -1% | -15% | 10% |
| 23 | O=C(COc1ccc(F)cc1)Nc1ccc(S(=O)(=O)N(Cc2ccccc2)c2ccccc2)cc1 | 3% | 2% | -4% | -1% | 1% | -35% | ? |
| 24 | COc1ccccc1CNS(=O)(=O)c1ccc(-c2cnc(C3CC3)o2)cc1 | -6% | 0% | 1% | -2% | -4% | 23% | -3% |
| 25 | CCn1c(C(=O)NCc2cc(Br)ccc2OC)cc2oc3ccccc3c21 | -1% | 8% | 0% | -8% | ? | -19% | 19% |
| 26 | CCOc1c(Cl)cc(C(=O)N(Cc2ccc(N(C)C)cc2)Cc2ccco2)cc1Cl | -5% | 8% | -1% | 12% | 7% | -20% | 1% |
| 27 | CCOc1ccc(C(=O)c2cn(CC(=O)Nc3cc(OC)ccc3OC)c3cc(OC)c(OC)cc3c2=O)cc1 | 1% | 2% | 0% | -3% | 3% | -5% | 11% |
| 28 | O=S(=O)(c1ccccc1)c1nc(-c2cccs2)oc1N1CCCCC1 | -1% | 1% | 0% | -9% | -1% | -9% | -5% |
| 29 | COc1cc(NC(=O)CCc2c(C)n(C)c3cc(-c4ccccc4C)nn3c2=O)cc(OC)c1OC | -1% | 4% | 1% | 9% | -8% | -32% | -3% |
| 30 | CCOc1ccc(-n2nc3ccc(NC(=O)c4ccc(-c5cccc(Cl)c5)o4)cc3n2)cc1 | -1% | 0% | 0% | ? | -29% | -5% | 79µM* |
| 31 | COC(=O)CSc1nc2c(cnn2-c2ccc(F)cc2)c(=O)[nH]1 | 4% | -1% | -1% | 15% | 8% | -9% | ? |
| 32 | Cc1ccc(C(=O)c2c(N)c(C(=O)Nc3cccc(C(F)(F)F)c3)c3ccccn23)cc1 | 8% | -1% | -3% | -21% | 9% | -19% | 14% |
| 33 | CCOC(=O)c1cnc(NCc2ccccc2OC)c2ccccc12 | -1% | 1% | -1% | ? | 3% | -30% | -6% |
| 34 | CCc1ccc(NC(=O)N2CCC(N3CCN(Cc4ccc(C)cc4)C(=O)C3=O)CC2)cc1 | 3% | -2% | -2% | -2% | 0% | -18% | -2% |
| 35 | CCOc1ccccc1C(=O)N(Cc1ccco1)Cc1ccccc1F | -16% | -3% | -1% | -3% | 1% | -18% | 21% |
| 36 | Cc1ccc(N2CCN(C(=O)c3cnn(-c4ccc(C)c(C)c4)c3C3CCNCC3)CC2)c(C)c1 | -2% | -1% | 0% | ? | 29% | -8% | ? |
| 37 | CCCN(CCC)C(=O)C1CCN(c2cc(C)nc3c(-c4ccc(Cl)cc4)c(C)nn23)CC1 | 1% | 0% | -1% | -15% | -2% | ? | -2% |
| 38 | O=C(Cn1nc2c(cc1=O)CCCC2)NCc1ccccc1 | -1% | 0% | 0% | 23% | 29% | 1% | 89µM* |
| 39 | COc1ccc(N(C(=O)c2ccccc2C)S(=O)(=O)c2ccc(Cl)cc2)cc1 | 5% | 2% | 0% | 18% | 6% | 11% | 13% |
| 40 | CCOc1ccccc1CNS(=O)(=O)c1cnc(N)nc1 | 1% | -1% | -1% | 0% | 4% | -1% | 7% |
| 41 | O=c1c2ccccc2n(Cc2cccc(Cl)c2)c(=O)n1Cc1ccccc1 | 0% | 0% | -2% | -7% | 6% | -27% | 1% |
| 42 | COc1ccc(N2CCN(c3ncnc4onc(-c5ccc(F)cc5)c34)CC2)cc1 | 1% | 5% | -1% | 1% | -3% | -25% | -7% |
| 43 | CC(C)CCn1c(=O)c2cccnc2n(CC(=O)Nc2ccc(F)cc2)c1=O | -2% | 2% | -2% | -15% | -1% | -13% | 12% |
| 44 | Cc1c(C(=O)NCc2ccc(F)cc2)sc2nc(-c3ccc(F)cc3)cn12 | -8% | -3% | 0% | 9% | -3% | -18% | 15% |
| 45 | Cc1cccc(C(=O)NCC(c2cccs2)S(=O)(=O)c2cccs2)c1 (centres undefined) | -1% | -8% | -3% | 37%[activator] | -3% | -10% | 2% |
| 46 | COc1cc(C2CC(=O)Nc3c2c(C)nn3-c2nncc(-c3ccccc3)n2)cc(OC)c1OC (centres undefined) | -6% | 2% | -2% | 50%[activator] | 28% | -2% | -2% |
| 47 | O=c1n(Cc2ccccc2)nc2n1-c1ccccc1OC2 | -4% | -1% | 1% | . | . | -10% | ? |
| 48 | CCOc1ccccc1CNC(=O)c1[nH]c2ccccc2c1Sc1ccccc1 | -4% | -11% | -2% | -16% | 5% | -24% | 4% |
| 49 | COc1cccc(NC(=O)c2c(-c3ccc(C)cc3)nnc3ccccc23)c1 | 1% | 0% | 3% | -26% | -22% | -5% | ? |
| 50 | CCc1ccccc1NC(=O)C(=O)NCC(c1cccnc1)N1CCN(c2ccccc2F)CC1 (centres undefined) | -1% | 0% | 0% | -6% | -22% | -14% | -4% |
| 51 | CCc1cccc(NC(=O)C2CCN(S(=O)(=O)c3ccc(Br)s3)CC2)c1 | -4% | -5% | 1% | -2% | 9% | -19% | 9% |
| 52 | COc1cccc(-n2cc(C(=O)NCCc3ccc(C)cc3)c3ccccc3c2=O)c1 | -4% | 4% | 0% | -12% | 3% | -13% | ? |
| 53 | COc1ccc(/C=C/C(=O)Nc2ccc(C)cc2)cc1 | -1% | -3% | 0% | -29% | -22% | -4% | 1% |
| 54 | CCCc1nc2ccccc2n2c(-c3cccc(C)c3)c3c(=O)n(C)c(=O)n(C)c3c12 | 1% | 3% | 0% | 111%[activator] | 3% | -25% | ? |
| 55 | CCC1CN(C(=O)Nc2cccc3c2CCCC3)c2cc(C)ccc2O1 (centres undefined) | 2% | 2% | 0% | -13% | -7% | -10% | 7% |

Exported with each value named: 4 of the compounds above.
#46 COc1cc(C2CC(=O)Nc3c2c(C)nn3-c2nncc(-c3ccccc3)n2)cc(OC)c1OC (centres undefined)
- PTAP-TSG101 blk: -6%
- GALK inh: 2%
- B2AR arrestin ag: -2%
- p53null 39C tox: 50%[activator]
- p53null 32C tox: 28%
- FH mod: -2%
- NTMT1 inh: -2%

#43 CC(C)CCn1c(=O)c2cccnc2n(CC(=O)Nc2ccc(F)cc2)c1=O
- PTAP-TSG101 blk: -2%
- GALK inh: 2%
- B2AR arrestin ag: -2%
- p53null 39C tox: -15%
- p53null 32C tox: -1%
- FH mod: -13%
- NTMT1 inh: 12%

#40 CCOc1ccccc1CNS(=O)(=O)c1cnc(N)nc1
- PTAP-TSG101 blk: 1%
- GALK inh: -1%
- B2AR arrestin ag: -1%
- p53null 39C tox: 0%
- p53null 32C tox: 4%
- FH mod: -1%
- NTMT1 inh: 7%

#41 O=c1c2ccccc2n(Cc2cccc(Cl)c2)c(=O)n1Cc1ccccc1
- PTAP-TSG101 blk: 0%
- GALK inh: 0%
- B2AR arrestin ag: -2%
- p53null 39C tox: -7%
- p53null 32C tox: 6%
- FH mod: -27%
- NTMT1 inh: 1%
